Screens: PubChem BioAssay, several laboratories
Yeast life ext: extends the lifespan of yeast | S. cerevisiae growth with nicotinamide, OD615; deaD strain in restrictive glucose medium | inhibition of the nicotinamide effect, % at 10 µM | 0.68% of 130,000 active | AID 775;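 active = inhibition above a set limit, placed 3 SD over the median of all compounds, cut at about 26% in these data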;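 note: 0% = nicotinamide-treated wells and 100% = cells grown without nicotinamide; some compounds called inactive have numbers as strong as hits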
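Assay system: DeaD-strain S. cerevisiae. Medium: CSMM-D glucose medium, restrictive. Reagent: nicotinamide, 1.5 mM, co-present with compound. Compound: 10 µM single point, 0.25% DMSO. Schedule: culture preincubation 4 h, compound exposure 48 h, both 30 °C. Detection: absorbance at 615 nm.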
E-sel TNF inh: TNF alpha driven E-selectin expression inhibition; inhibition, % at 2 µM; HUVEC TNFa-induced E-selectin immunofluorescence, high content; 0.71% of 120,000 active;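 active = inhibition above the batch mean plus 3 SD, and confirmed as a hit on visual image review, cut at about 43% in these data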;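 note: 0% = TNF-stimulated DMSO wells and 100% = unstimulated control wells; not every result past the cut was called active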
PTEN del growth: growth suppressors of cells with PTEN tumor suppressor deletion. 1.2% of 140,000 active. HCT116 PTEN-null viability, CellTiter-Glo, 60 h; stronger effect = lower value. viability, % at 10 µM. AID 827;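 active = viability at or below a set limit, 4 SD under the median of all tested compounds, cut at about 3.7% in these data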;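 note: PTEN knockout HCT116 line with beta catenin targeted HCT116 as companion control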
HCT116 bCat-KO: beta-catenin-lacking colon tumor cell growth suppression | HCT116 beta-catenin knockout viability, CellTiter-Glo, 60 h; stronger effect = lower value | viability, % at 10 µM | 1.5% of 140,000 active | AID 818;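 active = viability at or under a set limit, the compound median less 4 SD, cut at about 6% in these data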;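 note: 0% = Hyamine 1622 control at 20 µM and 100% = untreated cell control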
NPY-Y2 antag: blocks the human neuropeptide Y Y2 receptor; P49146; NPY-Y2 expressing cells, antagonist mode; inhibition, % at 2.7 µM; 0.99% of 140,000 active; in the data active = inhibition above about 17%;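 note: 0% = vehicle with agonist challenge and 100% = reference antagonist with challenge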
Target sequence (P49146 whole entry, looked up): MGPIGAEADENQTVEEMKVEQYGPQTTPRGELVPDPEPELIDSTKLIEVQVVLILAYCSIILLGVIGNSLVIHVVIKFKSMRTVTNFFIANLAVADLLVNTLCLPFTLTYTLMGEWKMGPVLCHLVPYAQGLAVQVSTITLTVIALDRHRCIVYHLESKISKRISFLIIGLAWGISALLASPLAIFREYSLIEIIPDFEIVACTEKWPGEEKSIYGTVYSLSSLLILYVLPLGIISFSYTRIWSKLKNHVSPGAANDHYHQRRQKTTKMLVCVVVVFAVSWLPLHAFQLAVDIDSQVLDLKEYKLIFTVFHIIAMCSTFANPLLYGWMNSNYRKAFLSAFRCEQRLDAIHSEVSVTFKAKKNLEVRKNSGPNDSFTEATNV
Phagocytosis inh: macrophage phagocytosis inhibition. J774A.1 macrophage IgG-bead phagocytosis, imaging. inhibition, % at 5 µM. 0.07% of 110,000 active. AID 1029;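 active = inhibition above the mean of the plate negative controls plus 5 SD, cut at about 13% in these data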;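 note: phagocytic index as fraction of beads internalized from green versus red external bead signal; plate controls were DMSO negative control for no effect and cytochalasin-D positive control for full effect; some results beyond the cut were filed as inactive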
MRP-1 activ: activates MRP-1; H69AR cells + doxorubicin, viability rescue, CellTiter-Glo; viability increase, % at 10 µM; 0.61% of 140,000 active; AID 799;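 active = viability gain under doxorubicin at or above a set limit, the compound median plus 3 SD, cut at about 4.7% in these data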;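 note: MRP-1 overexpressing cells given doxorubicin 25 µM after compound pretreatment; 18-22 h compound pretreatment then 72 h with doxorubicin before readout; 0% = doxorubicin-only wells and 100% = vehicle-treated cells without doxorubicin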
Measles CPE: protection of cells from measles virus; Measles virus-infected cells, CPE protection, absorbance; protection (pct of control), % at 4 µM; 1.5% of 140,000 active; AID 841; in the data active = protection mostly above about 24%, no sharp cut-off; inactive = mostly below about 26%; note: some compounds called inactive have numbers as strong as hits
GALR2 antag: antagonists of human galanin receptor 2 (GALR2) | AID 828 | GALR2-expressing cells, antagonist mode | O43603 | inhibition, % at 4 µM | 0.39% of 140,000 active; in the data active = inhibition above about 27%;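 note: cells stimulated with galanin 1-16 at roughly its EC80; 0% = agonist challenge control and 100% = basal control without agonist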
Target sequence (O43603 whole entry, looked up): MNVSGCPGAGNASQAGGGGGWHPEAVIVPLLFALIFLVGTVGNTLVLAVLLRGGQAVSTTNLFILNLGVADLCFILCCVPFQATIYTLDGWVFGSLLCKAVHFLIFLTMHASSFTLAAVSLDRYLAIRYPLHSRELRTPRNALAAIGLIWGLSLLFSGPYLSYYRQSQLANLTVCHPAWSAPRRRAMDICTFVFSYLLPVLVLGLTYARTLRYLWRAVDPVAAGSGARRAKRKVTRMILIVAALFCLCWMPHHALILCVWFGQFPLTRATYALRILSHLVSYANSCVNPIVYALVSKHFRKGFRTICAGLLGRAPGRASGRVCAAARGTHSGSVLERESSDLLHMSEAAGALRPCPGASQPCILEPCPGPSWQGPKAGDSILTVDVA
BB579 growth dn: yeast BB579 growth reduction in restrictive medium | 0.51% of 140,000 active | inhibition, % at 10 µM | S. cerevisiae BB579 growth, OD615, 48 h;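 active = inhibition above a set limit, 3 SD over the mean compound inhibition, cut at about 44% in these data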; note: inactives centre near -24
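test system = yeast BB579 (DeaD) | buffer or medium = restrictive CSMM-D medium | doses = single compound dose of 10 µM, 0.25% DMSO final | times = 4 h preincubation and 48 h exposure at 30 °C | technique = culture absorbance at 615 nm | benchmarks = amphotericin B 10 µg/mL, positive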
Starred values were filed as active, the others as inactive; . = no result given. Not a hit list. Share with any hit: about 6.4%.

SMILES	Yeast life ext	E-sel TNF inh	PTEN del growth	HCT116 bCat-KO	NPY-Y2 antag	Phagocytosis inh	MRP-1 activ	Measles CPE	GALR2 antag	BB579 growth dn
CCOC(=O)C1=C(C)NC(C)=C(C(=O)OCC)C1C(=O)O	-6	.	88	96	-2	-1	-1.8	7	6	6
O=C(CSC(=S)N1CCCCC1)N1N=CCC1c1ccccc1 (configuration not stated)	0	26	95	97	3	4	-1.0	10	-5	-9
O=C(Nc1ccccc1F)C1CCCN(S(=O)(=O)c2cccc3cccnc23)C1 (configuration not stated)	-6	-4	65	87	-1	0	-1.5	12	4	20
Cc1cc(C)nc(SCC(=O)c2cc3ccccc3oc2=O)n1	26	-1	87	102	-1	-4	-1.6	6	-5	-8
CCCNC(=O)Cn1cnc2sc(C(=O)Nc3ccc4c(c3)OCO4)c(C)c2c1=O	-6	.	92	89	1	.	-1.9	5	11	-59
FC(F)(F)c1nc(N2CCCC2)ncc1-c1nnnn1-c1ccc(Cl)cc1	-5	3	28	21	5	.	-0.4	16	-10	-22
Cc1cc(S(=O)(=O)N2CCOCC2)ccc1F	-4	-12	85	79	3	1	-0.7	17	-8	-11
CC(C)COC(=O)N1CCCC1C(=O)O (configuration not stated)	.	8	101	87	3	.	-1.1	26	9	-32
O=C(O)C1CC=C(Cl)CC1C(=O)NCC1OCCc2ccccc21 (configuration not stated)	-11	.	103	94	1	2	-0.2	20	3	-32
COCCn1c(Sc2ccccc2)nc2c1c(=O)[nH]c(=O)n2C	1	.	99	94	0	-5	-0.3	26	-11	-26
CCOC(=O)c1oc2ccccc2c1CN1CCN(C(=O)c2ccccc2)CC1	15	7	81	85	9	0	-0.8	15	16	-10
CC(=O)c1c(C)[nH]c(C(=O)CSc2nnc(CN3CCCCCC3=O)n2-c2ccccn2)c1C	-2	-69	89	88	0	.	-1.1	.	-2	-22
S=c1[nH]nc(-c2ccc3ccccc3n2)n1-c1ccc(Cl)cc1	6	15	84	89	3	-6	-3.1	11	18	-19
Cc1nn(C)c(C(=O)NNC(=S)NCc2ccco2)c1Cl	.	17	93	105	1	.	-1.4	27	-3	-18
CC1(C)Cc2ccccc2C(=O)N1	2	30	106	98	1	0	-0.9	17	1	-68
CN(CCCCCC(=O)/C=N/O)Cc1ccccc1	6	-40	92	86	0	-8	-0.8	3	-23	-13
COc1ccc(/C=C2\SC(c3ccc(C)cc3)=NC2=O)cc1OC	-11	21	92	89	2	0	-0.2	9	7	-36
Clc1cccc2c1Sc1ccccc1CC2N1CCNCC1 (configuration not stated)	-7	.	0.8*	1.0*	5	.	-4.9	24	11	24
Cc1ccc(N2C(=O)[C@@H]3C(C(=O)C(c4ccccc4)c4ccccc4)=NN[C@@H]3C2=O)cc1	-1	15	90	89	-1	-5	2.7	17	-8	-25
O=C(CN1CCN(Cc2ccc(Cl)cc2)CC1)N/N=C/c1c[nH]c2ccccc12	-2	17	76	83	1	-1	-2.6	13	-31	-47
COc1ccc2ncc(S(=O)(=O)c3ccccc3)c(N3CCC4(CC3)OCCO4)c2c1	12	.	72	72	6	-12	-4.1	10	-7	-6
CC(NC(=O)Cn1nc(C(=O)O)c2ccccc2c1=O)c1ccccc1 (configuration not stated)	-3	-14	103	101	1	.	-2.2	9	0	-15
O=S(=O)(c1ccccc1Cl)N1CCCC1c1nc(-c2ccccc2Cl)no1 (configuration not stated)	14	5	68	61	3	.	-3.5	7	-8	-52
c1ccc(CSc2nnc(-c3ccco3)n2Cc2ccco2)cc1	-4	.	93	91	7	2	-2.2	21	16	-64
Nc1c2c(nc3ccc(Br)cc13)N(c1ccccc1)CC2	-7	4	63	76	-5	0	-0.5	13	6	-18
COCCSc1nnc(NC(=O)COC)s1	-14	17	88	98	-1	-3	-0.7	7	6	-39
O=C(NNC(=O)C(c1ccccc1)c1ccccc1)c1ccccn1	29*	.	6	4.8*	2	-4	-4.6	0	13	-29
CCOC(=O)COc1ccc(/C=C2/SC(=Nc3ccccc3)N(Cc3cccnc3)C2=O)cc1OC	-9	22	83	91	6	.	-2.3	5	-4	-35
Cc1cc(C)cc(NC(=S)N2CCC(c3nc4ccccc4s3)CC2)c1	-7	.	104	99	4	.	-0.2	7	5	-9
N#Cc1ccc(OCC(=O)Nc2ccccc2NS(=O)(=O)c2cccs2)cc1	-3	.	89	92	2	-2	-1.9	5	1	-44
O=C(CSc1nc2ccccc2n1CC(=O)NCc1ccccc1)NCc1ccco1	-12	-15	92	88	5	1	-1.8	3	3	-10
Brc1ccccc1-c1nnc(CSc2nnc3sc4ccccc4n23)o1	-9	-22	102	92	3	0	-1.9	21	13	-44
CCOc1ccc(NC(=O)CSc2nccn2C)cc1	-7	-26	96	96	3	.	-1.0	10	-1	-3
O=c1[nH]c(=O)n(-c2ccccc2)c2c1C(C(F)(F)F)(C(F)(F)F)N=C(C1CCCCC1)N2	-1	-8	79	90	2	0	-1.1	11	-1	-5
COc1ccccc1-n1c(SCc2cc(=O)oc3cc(O)ccc23)nc2ccccc2c1=O	3	.	85	85	1	-4	-0.3	17	8	-47
Cc1ccc(C(=O)n2nnc3ccccc32)cc1[N+](=O)[O-]	32*	-8	90	91	3	-3	0.0	6	-2	-32
O=C(CN1C(=O)/C(=C\c2cccc(F)c2)Oc2ccccc21)N1CCN(c2ccccn2)CC1	10	-12	37	47	2	2	-4.7	5	-3	-35
Cn1cnc([N+](=O)[O-])c1Oc1cccc2ccccc12	4	.	7	7	1	.	-4.9	2	13	-15
CN1CCN(CP(=O)(N2CCOCC2)N2CCOCC2)CC1	-3	11	98	99	2	-2	-0.4	4	-1	-8
O=C(NCc1ccc2c(c1)OCO2)C1CCN(c2ncccn2)CC1	-2	-19	95	91	-1	-4	1.2	9	1	-49
O=C(NCC(=O)N(CC1CCCO1)C(C(=O)NC1CCCC1)c1ccc(F)cc1)c1ccco1 (configuration not stated)	-4	-2	100	98	1	-1	-0.8	6	-3	-46
CCOc1ccc(NC(=O)c2ccc(C#CC(C)(C)O)cc2)cc1	0	34	90	95	0	-2	1.9	8	13	-13
N#Cc1c(Nc2ccccc2)c(C=NCCN2CCOCC2)c[nH]c1=O	-10	-33	98	106	1	.	0.1	3	3	-23
O=C(NCc1cc(Br)cc(Br)c1OC(=O)c1ccccc1[N+](=O)[O-])c1ccccc1	-4	.	62	60	3	-7	-1.3	.	4	-35
COC(=O)C1=C(C)NC(C)=C(C(=O)OC)C1c1cn(-c2ccccc2)nc1-c1ccco1	6	-32	51	34	1	0	-2.6	32	11	-26
Cc1cc(C)n2[nH]c(=O)c(N=Nc3ccccc3)c2n1	-6	-5	112	104	3	1	-0.5	10	-8	-8
CNC[C@H](O)c1ccc(O)c(O)c1	4	.	78	69	1	.	7.1*	27	3	-52
CN(C)/C=N/C(=S)Nc1ccccc1F	-8	-9	98	89	0	-1	-1.2	13	-5	-32
COc1cc(C2C(C(=O)OCCC#N)=C(C)NC3=C2S(=O)(=O)c2ccccc23)cc(OC)c1OC (configuration not stated)	-11	-4	89	84	3	.	-0.1	1	-12	0
CON(C)c1nc(OCCNC(=O)OCc2ccc(Cl)cc2C)nc(N(C)C)n1	.	6	87	87	5	.	-1.4	7	-9	-36

Among those listed so far, these have a thiophene ring, fused or not:
SMILES	Yeast life ext	E-sel TNF inh	PTEN del growth	HCT116 bCat-KO	NPY-Y2 antag	Phagocytosis inh	MRP-1 activ	Measles CPE	GALR2 antag	BB579 growth dn
CCCNC(=O)Cn1cnc2sc(C(=O)Nc3ccc4c(c3)OCO4)c(C)c2c1=O	-6	.	92	89	1	.	-1.9	5	11	-59
N#Cc1ccc(OCC(=O)Nc2ccccc2NS(=O)(=O)c2cccs2)cc1	-3	.	89	92	2	-2	-1.9	5	1	-44

(list continues)
SMILES	Yeast life ext	E-sel TNF inh	PTEN del growth	HCT116 bCat-KO	NPY-Y2 antag	Phagocytosis inh	MRP-1 activ	Measles CPE	GALR2 antag	BB579 growth dn
c1ccc(-c2cc(-c3nnc4sc(-c5ccccn5)nn34)[nH]n2)cc1	-2	28	67	65	5	0	0.2	2	-8	-27
O=C(NCc1ccccc1)c1cc(-c2cccs2)on1	-17	-11	97	113	5	-1	-1.5	2	5	-8
Cc1nc2ccccn2c1-c1nnco1	-24	.	99	97	0	-1	-1.8	7	5	18
COc1ccccc1N1CCN(C(=O)CSc2nc(C)c(Cc3ccccc3)c(=O)[nH]2)CC1	-2	25	85	92	3	4	1.5	28	-3	-12
Cc1cc(/C=C(/C#N)C(=O)O)c(C)n1CCC(C)C	-1	8	99	96	-1	-2	-0.8	9	9	11
Cc1ccccc1NC(=O)c1cccc(C(F)(F)F)c1	-3	.	105	94	3	-5	-0.5	1	-2	-30
CC1(C)C(=O)C2(C(=O)NCc3ccccc3)CCC1C2 (configuration not stated)	-10	-9	94	93	-1	-3	-0.5	8	-2	8
N=c1nc(N)nc2n1NC(c1ccc(F)cc1)=CS2	-29	15	76	70	3	2	-5.4	2	-7	20
O=C(CCS(=O)(=O)Cc1ccc(Cl)cc1)NCCCN1CCN(c2ccccc2F)CC1	-2	40	83	69	3	0	-3.0	17	-10	-21
C=CCOC(=O)C1=C(C)NC(SCC(N)=O)=C(C#N)C1c1cccs1 (configuration not stated)	-2	-22	84	94	7	2	-2.2	5	-3	-33
Cc1cc(NC(=O)CN2C(=O)S/C(=C\c3ccccc3)C2=O)no1	-1	.	89	90	5	.	5.1*	31*	-1	-5
CCOC(=O)c1cc2n(n1)C(C(F)(F)C(F)(F)F)CC(C)N2 (configuration not stated)	-13	-4	100	96	3	-1	-0.2	12	-6	4
CCn1c(CCNC(=O)c2ccc(OC)cc2)nnc1SCc1ccc(Cl)c(Cl)c1	-2	.	55	67	5	0	1.1	5	-8	-16
CCn1nc(C)c(/C=C2\CCCC3=C2OC(N)=C(C#N)C3c2c(C)nn(CC)c2C)c1C (configuration not stated)	-11	.	77	69	2	1	-1.7	6	6	-30
Cc1cc(C)n2nc(SCC(=O)N/N=C/c3ccc(F)cc3)nc2n1	36	-44	107	117	1	4	-0.4	23	1	-27
C/C(=N\NC(=O)CSCc1ccccc1Cl)c1cccc(NC(=O)c2ccccc2)c1	.	10	79	78	1	.	1.3	5	-4	-29
Cc1cccc(-[n+]2c(C)cc(C)c3c(=O)[nH]c(=O)[nH]c32)c1	-2	2	97	89	0	-8	-2.4	6	13	-42
CCOc1cc(S(=O)(=O)Nc2ccccc2CC)ccc1Cl	13	1	86	91	0	-2	-1.5	23	11	-52
O=C(N/N=C/c1ccncc1)c1cc2c(ccc3ccccc32)o1	-12	-7	87	82	4	.	-2.1	7	-8	-11
COCCSc1nc2sc3c(c2c(=O)n1-c1ccccc1)CCN(C)C3	1	5	80	68	4	0	-1.1	2	-8	-23
C=C(C)Cn1c(-c2ccccc2)nc2ccccc21	-19	16	93	93	7	.	-1.1	4	-2	-20
